High-throughput results: PubChem, NMMLSC
Rab7 wt GTP bind: alters GTP binding to wildtype dog Rab7 | GTP binding activity (percent of control), % at 10 µM | 190,000 tested, 0.055% active | GST-Rab7 beads, fluorescent GTP binding, flow cytometry; actives lie on both sides; untreated = 100%, excess cold GTP = 0%;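 active means fluorescent GTP binding to Rab7 beads changed by at least 20 points from the 100% baseline, either direction, mostly lower; inconclusive means compound itself probably fluorescent, or too few beads counted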;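 further: median green fluorescence of bound Bodipy-FL-GTP per Rab7 bead population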
Bim-Bcl-B: disrupts Bim peptide binding to human Bcl-B; 190,000 tested, 0.073% active; AID 951; bead-based flow cytometry; inhibition, % at 10 µM; Q9HD36;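 further: 0% = tracer peptide without compound and 100% = reference inhibitor peptide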
Target sequence (Q9HD36 whole entry, looked up): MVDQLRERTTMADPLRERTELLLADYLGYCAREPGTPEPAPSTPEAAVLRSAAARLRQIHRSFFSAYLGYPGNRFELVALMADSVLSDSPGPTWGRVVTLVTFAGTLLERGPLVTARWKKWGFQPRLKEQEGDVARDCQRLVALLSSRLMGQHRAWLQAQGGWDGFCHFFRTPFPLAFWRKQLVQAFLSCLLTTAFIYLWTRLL
Rab2 wt GTP: changes GTP binding to wildtype dog Rab2A, up or down. AID 760. P61105. GTP binding activity, % at 10 µM. GST-Rab2 wt beads, Bodipy-GTP binding, flow cytometry. 190,000 tested, 0.19% active;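 active means GTP binding activity at least 20 points away from 100%, either lowered or raised; inconclusive means signal likely due to the compound's own green fluorescence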;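 further: 0% = beads with excess unlabeled GTP and 100% = no-compound control corrected for plate trend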
Cdc42 wt GTP: modulators (inhibitors or activators) of GTP binding to human Cdc42 wildtype; percent activity (GTP binding), % at 10 µM; 190,000 tested, 0.2% active; AID 761; GST-Cdc42 beads, Bodipy-GTP binding, flow cytometry; actives lie on both sides;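 active means percent activity GTP binding at least 20 points away from the 100% baseline, either down as inhibitor or up as activator; inconclusive means compound flagged as likely green fluorescent from well-wide comparison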;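 further: median bead fluorescence of bound Bodipy-FL-GTP at 100 nM; 0% = excess unlabeled GTP control and 100% = no compound control; below 100% means less GTP binding so inhibitor and above means activator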
Bcl-XL Bim block: human Bim-Bcl-XL interaction inhibition | Q07817 | Bim peptide-Bcl-XL binding, bead flow cytometry, fluorescence | inhibition, % at 10 µM | 190,000 tested, 0.04% active
Target sequence (Q07817 whole entry, looked up): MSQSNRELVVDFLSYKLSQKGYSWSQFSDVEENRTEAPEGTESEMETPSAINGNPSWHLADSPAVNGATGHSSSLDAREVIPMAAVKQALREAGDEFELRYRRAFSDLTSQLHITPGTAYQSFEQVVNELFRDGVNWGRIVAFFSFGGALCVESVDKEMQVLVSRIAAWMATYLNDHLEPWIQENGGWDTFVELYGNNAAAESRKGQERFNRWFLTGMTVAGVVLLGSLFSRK
Bim-Bfl-1: inhibitors of Bim-Bfl-1 interaction, human; inhibition, % at 10 µM; Q16548; 190,000 tested, 0.12% active; Bead-based flow cytometry, Bim-Bfl-1 binding inhibition;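 further: 0% = wells without compound plus tracer and 100% = blocker peptide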
Bim-Bcl-W: human Bim-Bcl-W interaction inhibition; Q92843; bead-based flow cytometry, Bim peptide-Bcl-W binding; inhibition, % at 10 µM; 190,000 tested, 0.02% active; AID 952;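 further: 0% = bound tracer without compound and 100% = peptide blocker; higher means less fluorescent Bim peptide bound to Bcl-W beads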
Target sequence (Q92843 whole entry, looked up): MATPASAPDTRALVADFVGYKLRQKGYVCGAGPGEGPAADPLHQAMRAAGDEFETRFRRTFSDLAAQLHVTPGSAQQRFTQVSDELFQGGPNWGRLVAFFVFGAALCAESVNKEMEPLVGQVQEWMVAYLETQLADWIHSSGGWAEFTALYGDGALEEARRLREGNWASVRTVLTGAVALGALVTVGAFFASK
Rac1 mut GTP: human Rac1 activated mutant GTP binding change; P63000; GST-Rac1 activated beads, fluorescent GTP binding, flow cytometry; actives lie on both sides; 100% means binding = to untreated wells; percent activity (GTP binding), % at 10 µM; 190,000 tested, 0.11% active;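 active means GTP binding at least 20 percentage points away from the 100% baseline, in either direction, so actives lie on both sides; inconclusive means Compound likely fluorescent itself, or too few beads counted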
HRas wt GTP bind: human HRas wildtype GTP binding, change in either direction; 190,000 tested, 0.14% active; GTP binding activity, % at 10 µM; P01112; GST-Ras wt beads, Bodipy-FL-GTP binding, flow cytometry; actives lie on both sides; AID 759;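 active means GTP binding activity at least 20% away from the 100% baseline, either lowered as inhibitor or raised as activator; inconclusive means flagged as likely green fluorescent, judged across all proteins in the well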;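 further: 0% = unlabeled GTP competition control and 100% = no-compound control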
Target sequence (P01112 whole entry, looked up): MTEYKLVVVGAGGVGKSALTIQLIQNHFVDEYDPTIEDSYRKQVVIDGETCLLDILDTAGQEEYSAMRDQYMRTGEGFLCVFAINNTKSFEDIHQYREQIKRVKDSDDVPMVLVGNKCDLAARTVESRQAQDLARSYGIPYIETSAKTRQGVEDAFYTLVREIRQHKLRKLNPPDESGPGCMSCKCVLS
Rac1 wt modul: modulators of human Rac1 wildtype GTP binding | GTP binding activity (% of control), % at 10 µM | 190,000 tested, 0.27% active | GST-Rac1 beads, fluorescent GTP binding, flow cytometry; actives lie on both sides; 0 = cold GTP competed, 100 = untreated;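 active means GTP binding activity at least 20 points away from the 100% control level, either lower or higher; inconclusive means compound flagged as likely green fluorescent, judged across all proteins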
Bim-Bcl-2: inhibitors of Bim-Bcl-2 interaction, human. P10415. Bead-based flow cytometry, Bim peptide-Bcl-2 binding. inhibition, % at 10 µM. 190,000 tested, 0.06% active. AID 950; in the data active means inhibition above about 40%; inconclusive means no clear call, values can overlap the other calls;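 further: 0% = no compound wells with probe peptide and 100% = reference peptide inhibitor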
An asterisk follows results filed as active; ? = inconclusive. Unless noted, no stated cut-off is given here; in the data, active means inhibition above about 40%.

SMILES	Rab7 wt GTP bind	Bim-Bcl-B	Rab2 wt GTP	Cdc42 wt GTP	Bcl-XL Bim block	Bim-Bfl-1	Bim-Bcl-W	Rac1 mut GTP	HRas wt GTP bind	Rac1 wt modul	Bim-Bcl-2
CCCC(c1nnnn1Cc1ccco1)N1CCN(C(=O)c2ccco2)CC1 (stereo not given)	98	1	102	106	-5	-5	-3	101	103	103	-2
C=CCCCCCCCCC(=O)NNC1=CC(=O)CC(C)(C)C1	100	0	101	103	-2	-2	1	100	102	104	-3
CC1CCCC(NC(=O)COC(=O)c2cc(S(=O)(=O)N3CCCCC3)ccc2N2CCOCC2)C1C (stereo not given)	101	-3	101	101	0	-3	0	101	100	102	-4
Cc1ccc(Nc2ccc(C(N)=O)cc2[N+](=O)[O-])cc1C	103	-7	103	106	-11	-1	-3	101	103	107	-2
C=CCC1(CC=C)CCCN1C(=O)CC1C(=O)NCCN1Cc1cccc(OC)c1OC (stereo not given)	103	-1	97	100	1	-3	14	96	99	100	1
C=C1CC(C(=O)N/N=C/c2ccc(O)cc2)C1	102	-3	97	97	-3	0	1	95	100	102	4
O=C(O)c1ccc(Cl)c2c1C1C=CCC1C(c1ccccn1)N2 (stereo not given)	87	12	83	88	5	1	5	90	86	92	14
O=C(NCC(c1cccs1)N1CCOCC1)c1ccccc1NS(=O)(=O)c1ccc(Cl)c([N+](=O)[O-])c1 (stereo not given)	99	0	98	105	-4	1	-3	97	101	102	-3
O=C(Nc1ccc(OC(F)F)c(Cl)c1)C(c1ccccc1)c1ccccc1	97	-3	99	97	-4	-11	-4	99	96	100	-9
COC(=O)CC1C(=O)NCCN1C(=O)CSc1nnnn1-c1ccc(OC)cc1 (stereo not given)	95	0	96	104	1	0	2	96	98	100	1
O=S(=O)(CC12C3C4C5C1C2C(Br)(C43)C51OCCO1)c1ccccc1 (stereo not given)	95	-7	95	96	-1	0	1	99	97	102	1
O=[N+]([O-])c1ccccc1/C=N/NC1=NCCCCC1	101	-5	101	103	-9	-5	-4	99	100	103	0
Cn1c(SCC(N)=O)nnc1-c1ccccc1	99	-4	97	99	-2	-7	0	94	98	99	-4
Cc1ccc(C)c(S(=O)(=O)Nc2ccccc2C(=O)Nc2cc(C)on2)c1	92	0	92	96	-2	-3	2	91	96	94	-3
Cc1ccc(S(=O)(=O)Nc2cccc(Oc3cnccn3)c2)cc1	106	-1	100	97	-2	-2	0	95	97	99	1
COCCCNC(=O)C1CC(=O)N(c2ccc(C)cc2)C1 (stereo not given)	95	-9	97	99	-4	-12	-2	95	98	96	-10
O=C(NC1CCCCC1)C1CC(=O)N(c2ccc(Cl)cc2)C1 (stereo not given)	94	-4	96	95	-4	-14	-2	94	95	94	-6
O=C(COC(=O)CCC(=O)c1ccc(Cl)cc1)NCC1CCCO1 (stereo not given)	96	-2	99	98	-2	-4	-6	98	96	101	-3
Cc1ccc(-c2cc(C(=O)NCc3cccs3)no2)cc1	?	-2	?	?	-11	-1	-4	?	?	?	1
Cc1c(C(=O)N2CCCc3ccccc32)oc2ccc(S(=O)(=O)N3CCOCC3)cc12	100	-19	104	108	-6	-2	-4	101	106	113	-4

Molecules listed so far with a furan ring, fused or not (2):
SMILES	Rab7 wt GTP bind	Bim-Bcl-B	Rab2 wt GTP	Cdc42 wt GTP	Bcl-XL Bim block	Bim-Bfl-1	Bim-Bcl-W	Rac1 mut GTP	HRas wt GTP bind	Rac1 wt modul	Bim-Bcl-2
CCCC(c1nnnn1Cc1ccco1)N1CCN(C(=O)c2ccco2)CC1 (stereo not given)	98	1	102	106	-5	-5	-3	101	103	103	-2
Cc1c(C(=O)N2CCCc3ccccc32)oc2ccc(S(=O)(=O)N3CCOCC3)cc12	100	-19	104	108	-6	-2	-4	101	106	113	-4

(listing goes on)
SMILES	Rab7 wt GTP bind	Bim-Bcl-B	Rab2 wt GTP	Cdc42 wt GTP	Bcl-XL Bim block	Bim-Bfl-1	Bim-Bcl-W	Rac1 mut GTP	HRas wt GTP bind	Rac1 wt modul	Bim-Bcl-2
CCCC(=O)Nc1ccc(Br)cn1	103	-1	102	107	1	-1	0	99	105	107	-1
CCc1cccc(NS(=O)(=O)c2c(C)n[nH]c2C)c1	102	-11	101	106	-7	-13	0	104	104	107	-6
CC(C)(C)n1nc2c(c1NC(=O)COc1ccc(Cl)cc1)CS(=O)(=O)C2	100	-6	96	97	-1	-5	-5	94	99	101	-3
CCn1c(C(O)c2ccccc2)nc2ccccc21 (stereo not given)	102	0	100	101	-1	0	-1	99	102	102	2
Cc1[nH]c2ccccc2c1N=Nc1c(C)n(C)n(-c2ccccc2)c1=O	97	3	90	87	2	2	2	90	90	81	0
Cc1c(C)n(CCc2c[nH]c3ccccc23)ccc1=O	99	-3	99	93	-1	-2	-3	95	97	95	-1
COC(=O)C1=NNC2(c3ccc(C)cc3)C(=O)N(c3ccc(C)cc3)C(=O)C12 (stereo not given)	104	-3	98	97	0	-6	-1	97	99	99	0
CCCOc1ccc(CC(CC(=O)O)(C(=O)O)C(=O)O)cc1	99	-3	102	109	0	-2	0	106	103	112	-1
O=C(NCc1ccncc1)c1cccc(F)c1	101	-4	101	106	-2	-10	1	103	103	109	-8
O=C(Nc1ccc(Br)cc1)c1ccco1	101	-5	102	101	0	-11	2	101	103	105	-7
CCOc1cccc(OCCOc2ccc(C(=O)c3ccccc3)cc2)c1	103	-2	97	102	-4	-2	-3	102	101	100	-6
CCOc1cc(N2CCOCC2)c(OCC)cc1NC(=O)CN1C(=O)NC2(CCCCCCC2)C1=O	101	-5	95	93	-2	-3	0	94	97	90	-4
Cc1ccc(-c2nc(CSCC(=O)N3CCN(C(=O)c4ccco4)CC3)c(C)o2)cc1	95	-6	98	98	-4	-10	-2	98	101	101	-2
Cc1ccc(NC(=O)Cn2cccc2)c(C)c1	97	-2	99	104	1	-11	4	100	101	103	0
Cc1noc(NS(=O)(=O)c2ccc(N3CC(O)=C(c4ccccc4)C3=N)cc2)c1C	103	0	101	104	-8	-2	-4	101	104	103	1
CC(C)C(C(=O)C=[N+]=[N-])N1C(=O)c2ccccc2C1=O (stereo not given)	104	-6	100	101	5	-10	6	96	102	110	-4
Cc1ccc(C(c2c(C)n(C)n(-c3ccccc3)c2=O)c2c(C)n(C)n(-c3ccccc3)c2=O)s1	86	0	92	89	1	-1	-1	93	90	92	1
CCCCN(CCCC)S(=O)(=O)c1ccc(SCC(=O)OCC)c([N+](=O)[O-])c1	101	-8	102	102	-5	-19	-1	99	100	103	-12
COc1ccc(N(CC(=O)N2CCN(c3ccc(F)cc3)CC2)S(=O)(=O)c2c(C)n[nH]c2C)cc1	97	-2	98	97	-1	-2	1	101	98	101	1
CCC(=O)N1N=C(c2ccc(C)o2)CC1c1ccc(Br)cc1 (stereo not given)	100	0	99	100	-5	-8	-3	99	97	102	0
O=c1[nH][nH]cc1C=Nc1cc(Cl)ccc1O	102	-3	95	93	1	0	3	92	94	94	0
Cc1ccccc1S(=O)(=O)c1c(C)cc(C)n(C(C)C)c1=O	95	-6	98	99	0	-9	0	98	96	99	-8
COc1ccc(NS(=O)(=O)c2ccc(N3CCOCC3)c(NC(=O)c3cccc(F)c3)c2)cc1	101	-1	99	98	-5	0	-1	97	100	102	-5
COCCCNCCCCSc1ccc(Cl)cc1	102	-3	97	103	-5	-6	-5	102	100	107	-6
Cc1cc(NC(=O)c2ccc(Br)c(S(=O)(=O)N3CCCC3)c2)no1	99	-10	99	104	-4	-16	-3	100	101	100	-10
CSc1cccc(CN2CCCC(CO)(Cc3cccc(Cl)c3)C2)c1 (stereo not given)	106	-8	104	99	-5	-8	-7	101	102	103	-7
Cn1c(OCc2cccnc2)nc2c1c(=O)n(Cc1ccccc1)c(=O)n2C	96	7	98	101	14	7	10	99	99	101	7
CCC1=Nc2cc(C(=O)NCC3CCCO3)ccc2Sc2ccc(Br)cc21 (stereo not given)	107	-4	102	98	-2	-4	0	95	99	104	-4
Cn1cc(C2CC(c3ccccc3)=NN2C(=O)c2ccccc2)c2ccccc21 (stereo not given)	102	-6	101	101	-2	-13	-1	99	100	104	-9
Cn1c(CNC(=O)Nc2ccccc2Cl)nnc1SCc1ccccc1	95	0	94	98	0	0	-1	95	96	94	-3
CCOC(=O)c1ccc(NCc2nc3ccccc3[nH]2)cc1	103	-4	104	104	-1	-8	3	101	101	106	-5
Cn1c(SCC(=O)NCc2ccccc2)nc2ccccc21	100	-9	98	99	-14	-3	-8	97	99	98	-14
Cc1ccc(S(=O)(=O)N2CCC(N3CCCCCC3)CC2)cc1	102	-10	102	105	-6	-10	-5	100	103	107	-9

Structures above with a Cl atom:
SMILES	Rab7 wt GTP bind	Bim-Bcl-B	Rab2 wt GTP	Cdc42 wt GTP	Bcl-XL Bim block	Bim-Bfl-1	Bim-Bcl-W	Rac1 mut GTP	HRas wt GTP bind	Rac1 wt modul	Bim-Bcl-2
O=C(O)c1ccc(Cl)c2c1C1C=CCC1C(c1ccccn1)N2 (stereo not given)	87	12	83	88	5	1	5	90	86	92	14
O=C(NCC(c1cccs1)N1CCOCC1)c1ccccc1NS(=O)(=O)c1ccc(Cl)c([N+](=O)[O-])c1 (stereo not given)	99	0	98	105	-4	1	-3	97	101	102	-3
O=C(Nc1ccc(OC(F)F)c(Cl)c1)C(c1ccccc1)c1ccccc1	97	-3	99	97	-4	-11	-4	99	96	100	-9
O=C(NC1CCCCC1)C1CC(=O)N(c2ccc(Cl)cc2)C1 (stereo not given)	94	-4	96	95	-4	-14	-2	94	95	94	-6
O=C(COC(=O)CCC(=O)c1ccc(Cl)cc1)NCC1CCCO1 (stereo not given)	96	-2	99	98	-2	-4	-6	98	96	101	-3
CC(C)(C)n1nc2c(c1NC(=O)COc1ccc(Cl)cc1)CS(=O)(=O)C2	100	-6	96	97	-1	-5	-5	94	99	101	-3
O=c1[nH][nH]cc1C=Nc1cc(Cl)ccc1O	102	-3	95	93	1	0	3	92	94	94	0
COCCCNCCCCSc1ccc(Cl)cc1	102	-3	97	103	-5	-6	-5	102	100	107	-6
CSc1cccc(CN2CCCC(CO)(Cc3cccc(Cl)c3)C2)c1 (stereo not given)	106	-8	104	99	-5	-8	-7	101	102	103	-7
Cn1c(CNC(=O)Nc2ccccc2Cl)nnc1SCc1ccccc1	95	0	94	98	0	0	-1	95	96	94	-3
